ELG1 repair inh: inhibitors of ELG1-dependent DNA repair in HEK293T cells; Potency, µM (series often up to 46.1 µM), for inactives: at the top dose activity change, negative = inhibition, usual class: inhibitors; HEK293T ELG1-luciferase reporter, luminescence, 16 h; DNA damage induced by 5-fluorouridine; hit rate 2.3% among 330,000; also: potency is read from the fitted curve at half-maximal effect; % is scaled to controls: 0 for no effect and ±100 for the full control effect; nearly all actives have a fitted effect of over 55% in size
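HEK293T cells expressing luciferase-tagged ELG1 (2,000/well) received 5-Fluorouridine plus compound or DMSO for 16 hr at 37 °C. Luciferase was read by ONE-Glo luminescence after 30 min at room temperature.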
BRCA1 expr act: increases BRCA1 expression; hit rate 1.1% among 380,000; Potency, µM (series often up to 46.1 µM), for inactives: at the highest dose activation, hits mostly activators; MCF7-BRCA1-FFLuc reporter, luminescence, 48 h; response scale: scaled: vehicle 0%, 10 µM genistein 100%; also: potency is read from the fitted curve at half-maximal effect; nearly all actives have a fitted effect of over 80% in size; some results filed as inactive show a strong effect at the top dose
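MCF7 cells carrying a BRCA1-firefly luciferase reporter (2000 cells/well, phenol-red free MEM) were attached for 2 h at 37 °C, then given compounds for 48 h. Luminescence was read 15 min after luciferase reagent; activity normalized to genistein (10 microM) and DMSO.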
RORg inh: inhibitors of mouse ROR gamma transcriptional activity. AID 2551. Potency, µM (titrated, usually from 53.6 µM), inactives show at the highest dose activity change, negative = inhibition, hits mostly inhibitors. hit rate 5.4% among 310,000. P51450. Drosophila S2 Gal4-RORgamma UAS-luciferase reporter, 20 h; also: potency is read from the fitted curve at half-maximal effect; % is scaled to controls: 0 for no effect and ±100 for the full control effect; nearly all actives have a fitted effect of over 60% in size
Target sequence (P51450 whole entry, looked up, the tested form may be a part): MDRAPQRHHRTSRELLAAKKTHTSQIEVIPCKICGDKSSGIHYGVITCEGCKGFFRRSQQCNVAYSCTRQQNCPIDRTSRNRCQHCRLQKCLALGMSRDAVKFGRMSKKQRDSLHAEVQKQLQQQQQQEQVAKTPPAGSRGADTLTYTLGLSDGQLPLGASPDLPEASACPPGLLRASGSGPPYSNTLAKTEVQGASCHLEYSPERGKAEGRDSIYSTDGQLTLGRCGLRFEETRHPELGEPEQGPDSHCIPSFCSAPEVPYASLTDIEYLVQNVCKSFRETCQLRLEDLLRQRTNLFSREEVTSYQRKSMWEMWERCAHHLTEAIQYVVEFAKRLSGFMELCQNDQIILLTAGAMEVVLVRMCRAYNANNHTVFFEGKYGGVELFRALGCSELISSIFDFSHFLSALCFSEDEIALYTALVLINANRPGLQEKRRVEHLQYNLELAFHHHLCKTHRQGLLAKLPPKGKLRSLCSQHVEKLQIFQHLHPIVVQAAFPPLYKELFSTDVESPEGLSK
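Schneider cells (Drosophila), stable Gal4 DBD–ROR gamma + UAS-luc; 1 hr cmpd preincubation; Cu2+ induction 700 uM final; 20 hr ambient; luminescence.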
Rab9 prom act: activators of Rab9 promoter | AID 485297 | Huh7 Rab9 promoter-luciferase reporter, luminescence, 24 h | hit rate 2.8% among 320,000 | Potency, µM (highest dose often 9.22 µM), inactives show at the top dose activation, negative = inhibition, usual class: activators; also: potency is read from the fitted curve at half-maximal effect; % of control where 0% means no effect; nearly all actives have a fitted effect of over 60% in size
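Quantitative HTS format; Huh7 Rab9-luciferase reporter cells (1500/well) receive compound 2 h post-plating, incubate 24 h at 37 °C, then get luciferase reagent for 10 min before luminescence reading.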
FLuc counter: counter-screen for miR-21 project: firefly luciferase inhibitors or activators | purified FLuc, Km substrates, luminescence inhibition | Potency, µM (titrated, usually from 57.5 µM), for inactives: top-dose activity change, negative = inhibition, usual class: inhibitors | hit rate 6.9% among 360,000;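 also: potency is read from the fitted curve at half-maximal effect; plate controls were vehicle for no effect and reference inhibitor for full effect; nearly all actives have a fitted effect of over 55% in size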
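Biochemical qHTS of compounds, final roughly 60 µM downward over six points, against 10 nM purified firefly luciferase using Km concentrations of substrates (10 uM D-luciferin, 10 uM ATP) in Tris acetate pH 7.5 buffer; luminescence output.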
p53 reactivation: mutant p53 re-activation in reporter cells | H1299 p53-A138V BP100-luciferase reporter, luminescence, 24 h | Potency, µM (titrated, usually from 92.2 µM), for inactives: at the top dose activity change, positive = activation, actives largely listed as activators | hit rate 0.063% among 320,000; also: potency is read from the fitted curve at half-maximal effect; % of control where 0% means no effect; nearly all actives have a fitted effect of over 45% in size
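H1299 (p53-null), stable ts p53-A138V + BP100-Luc; 1000 cells/well, Opti-MEM/10% FBS; cpd 4 pt, 1:5; 24 h, 37 deg C, 5% CO2; detection reagent 10 min RT; luminescence.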
TRPV1 ag: agonists of human vanilloid receptor 1 (TRPV1). Q8NER1. TRPV1-expressing cells, Fluo-8 calcium influx, agonist mode. activation, % at 8.33 µM. hit rate 0.19% among 320,000; in the data active = activation above about 80%; inconclusive = between about 30% and that limit; also: 0% is about no effect
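Fluo-8 calcium influx in TRPV1-expressing cells, kinetic read (ex 480/em 520 nm). Compound added and read 3 min for agonist activity, followed by capsaicin at EC20 final and 2 min further read for enhancement.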
VP16 counter: Gal4-VP16 reporter inhibition counter-screen; Drosophila S2 Gal4-VP16 UAS-luciferase, luminescence, 20 h; Potency, µM (highest dose often 53.6 µM), without a hit: at the top dose activity, negative = inhibition, hits mostly inhibitors; hit rate 3.5% among 310,000; AID 2546;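 also: Gal4-VP16 expression switched on by copper sulfate through the metallothionein promoter; potency is read from the fitted curve at half-maximal effect; % is scaled to controls: 0 for no effect and ±100 for the full control effect; nearly all actives have a fitted effect of over 50% in size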
Tb PFK inh: inhibitors of T. brucei phosphofructokinase | O15648 | T. brucei PFK, ADP-Glo luminescence | Potency, µM (doses to about 57.5 µM), inactives show at the top dose activity, negative = inhibition, hits mostly inhibitors | hit rate 0.17% among 330,000;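 also: potency is read from the fitted curve at half-maximal effect; 0% = uninhibited 1x PFK enzyme wells and -100% = no-enzyme wells; nearly all actives have a fitted effect of over 60% in size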
Target sequence (O15648 whole entry, looked up): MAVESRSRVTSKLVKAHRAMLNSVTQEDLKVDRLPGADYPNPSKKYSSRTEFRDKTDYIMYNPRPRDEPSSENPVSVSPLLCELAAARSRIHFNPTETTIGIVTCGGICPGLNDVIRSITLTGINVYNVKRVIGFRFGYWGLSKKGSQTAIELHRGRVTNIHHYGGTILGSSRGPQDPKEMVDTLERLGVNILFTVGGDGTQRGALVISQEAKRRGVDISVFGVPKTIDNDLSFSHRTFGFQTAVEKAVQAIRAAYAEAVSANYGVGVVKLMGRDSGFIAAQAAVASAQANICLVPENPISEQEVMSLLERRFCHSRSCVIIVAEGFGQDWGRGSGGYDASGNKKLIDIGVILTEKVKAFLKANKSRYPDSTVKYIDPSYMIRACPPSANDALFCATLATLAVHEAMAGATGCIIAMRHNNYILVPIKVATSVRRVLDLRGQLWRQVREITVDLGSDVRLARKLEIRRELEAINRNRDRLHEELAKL
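ADP-Glo luminescence quantified ADP after 45 min at room temperature, with 1.25 nM T. brucei PFK, 0.1 mM ATP and 0.5 mM fructose-6-phosphate in pH 8.0 TEA buffer. qHTS titrations up to 57 µM; curves classified by quality.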
ELG1 genotox: genotoxicity induction in ELG1-luciferase HEK293T cells; HEK293T ELG1-luciferase reporter, luminescence, 16 h; Potency, µM (series often up to 46 µM), without a hit: at the top dose activity change, positive = activation, most hits filed as activators; hit rate 1.3% among 330,000; AID 504466; also: potency is read from the fitted curve at half-maximal effect; % of control where 0% means no effect; nearly all actives have a fitted effect of over 60% in size
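Screening used a luciferase reporter fused to human ELG1 in HEK293T cells. Luminescence was read on a CCD plate imager after 16 hr exposure and 30 min ONE-Glo incubation.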
NPC1 promoter act: NPC1 promoter activation. Huh7 NPC1 promoter luciferase reporter, 24 h. Potency, µM (titrated, usually from 9.22 µM), for inactives: at the top dose activation, usual class: activators. hit rate 2.4% among 320,000. AID 485313;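 also: potency is read from the fitted curve at half-maximal effect; % of control where 0% means no effect; nearly all actives have a fitted effect of over 60% in size; reporter is driven by a mutant NPC1 promoter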
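Quantitative HTS used a cell-based reporter: Huh7 cells stably bearing the NPC1 promoter upstream of luciferase were treated with compounds for 24 h, and promoter activation was read as luminescence.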
* hit, by the source's call; ? = inconclusive; . = not tested or not shown; [ ] = remark or other dose. Unless noted, calls follow the shape of the dose curve; as a rule, active = well fitted curve in the direction sought with a large enough effect; inconclusive = small, poorly fitted or top-dose-only effect, or another doubt; inactive = no such curve, though single readings can be large; an effect the other way counts as inactive or inconclusive. Rows were taken by chance; 15% or so of the library scored in one or more.

A first look:
Each structure is followed by: ELG1 repair inh | BRCA1 expr act | RORg inh | Rab9 prom act | FLuc counter | p53 reactivation | TRPV1 ag | VP16 counter | Tb PFK inh | ELG1 genotox | NPC1 promoter act
O=C(COC(=O)c1cccc(S(=O)(=O)NCc2ccccc2)c1)c1ccc2c(c1)OCCO2
    ? | -6% | 28% | -3% | 1.3µM* | 12% | 1 | 2% | 6% | -4% | -2%
COCCNC(=O)C(c1cccs1)N(CCc1ccccc1)C(=O)Cn1nnc2ccccc21 (configuration not stated)
    5% | -18% | 7% | -10% | -17% | -2% | 3 | -17% | -1% | -8% | 0%

The list itself, previewed entries included:
Each structure is followed by: ELG1 repair inh | BRCA1 expr act | RORg inh | Rab9 prom act | FLuc counter | p53 reactivation | TRPV1 ag | VP16 counter | Tb PFK inh | ELG1 genotox | NPC1 promoter act
O=C(COC(=O)c1cccc(S(=O)(=O)NCc2ccccc2)c1)c1ccc2c(c1)OCCO2
    ? | -6% | 28% | -3% | 1.3µM* | 12% | 1 | 2% | 6% | -4% | -2%
COCCNC(=O)C(c1cccs1)N(CCc1ccccc1)C(=O)Cn1nnc2ccccc21 (configuration not stated)
    5% | -18% | 7% | -10% | -17% | -2% | 3 | -17% | -1% | -8% | 0%
COc1cc(OC)c(OC)cc1CCC(C)NC(=O)Cc1ccccc1 (configuration not stated)
    4% | -3% | -20% | 0% | -1% | 1% | -5 | -1% | 0% | 3% | -1%
O=[N+]([O-])c1cc(Br)c(O)c(/C=N/Nc2nnnn2-c2cccc3ccccc23)c1
    -11% | -18% | 3.2µM* | -4% | 2% | -3% | 3 | 6.3µM* | 3% | -8% | -3%
COc1ccc(OC)c2c1sc(=NC(=O)c1ccco1)n2C
    -19% | -86% | -13% | 4% | -2% | -5% | 14 | -8% | -1% | ? | 17%
COC(=O)c1ccc(=O)n(Cc2ccco2)c1
    9% | -7% | 31% | 1% | 2% | 0% | -5 | -12% | 7% | 0% | -3%
CC(C)CCNc1nc(N)c([N+](=O)[O-])c(NCCO)n1
    -11% | -15% | 34% | -2% | 5% | -6% | -6 | 13% | 0% | 9% | -2%
O=C(CSc1nnnn1C1CCCCC1)N1CCN(C(=O)c2ccco2)CC1
    ? | -10% | 3.2µM* | -8% | ? | -4% | 3 | 7.9µM* | 0% | -19% | -9%
CC(C)(C)NS(=O)(=O)c1ccc2c(c1)oc(=O)c1cc(S(=O)(=O)NC(C)(C)C)ccc12
    -7% | 0% | -16% | 8% | -1% | -9% | 26 | -24% | -14% | -1% | 2%
CCNC(=S)NNC(=O)c1cc(-c2cc(C)ccc2C)nc2ccccc12
    1% | -3% | 0.35µM* | -1% | 19µM* | -2% | 3 | -22% | 8% | -4% | -5%
CCCNC(=O)c1ccc2c(c1)ncn2-c1cc(C)cc(C)c1
    ? | -1% | 2% | 2% | 2% | -4% | 19 | 10% | 3% | 0% | -12%
COCCN(CC(=O)NCc1ccc(OC)cc1)C(=O)CCC(=O)Nc1nccs1
    10% | -17% | -18% | 10% | 2% | 1% | -1 | -3% | -7% | 9% | -3%
COc1cccc(/C=N/NC(=O)CC(=O)NCCc2ccccc2)c1OC
    -26% | -23% | 25% | 3% | 2% | -7% | 0 | -7% | 1% | -2% | 5%
O=C(Cc1ccccc1F)Nc1nc(-c2ccc(F)cc2)cs1
    -12% | -74%[inhibitor] | ? | ? | 11µM* | 21% | ? | 1% | -3% | -14% | 8%
CCOC(=O)C1CCCN(C(=O)c2ccc(-c3ccc([N+](=O)[O-])cc3)o2)C1 (configuration not stated)
    -9% | 33% | . | 22% | -17% | -12% | 13 | . | 0% | -4% | 17%

Reprinted from the part before: three compounds, followed by the next part.
Each structure is followed by: ELG1 repair inh | BRCA1 expr act | RORg inh | Rab9 prom act | FLuc counter | p53 reactivation | TRPV1 ag | VP16 counter | Tb PFK inh | ELG1 genotox | NPC1 promoter act
COc1cccc(/C=N/NC(=O)CC(=O)NCCc2ccccc2)c1OC
    -26% | -23% | 25% | 3% | 2% | -7% | 0 | -7% | 1% | -2% | 5%
O=C(Cc1ccccc1F)Nc1nc(-c2ccc(F)cc2)cs1
    -12% | -74%[inhibitor] | ? | ? | 11µM* | 21% | ? | 1% | -3% | -14% | 8%
CCOC(=O)C1CCCN(C(=O)c2ccc(-c3ccc([N+](=O)[O-])cc3)o2)C1 (configuration not stated)
    -9% | 33% | . | 22% | -17% | -12% | 13 | . | 0% | -4% | 17%
C[C@H](/C=C/[C@@]1(O)[C@H](C)C[C@H](O)CC1(C)C)O[C@@H]1O[C@H](CO)[C@@H](O)[C@H](O)[C@H]1O
    ? | 27% | . | -1% | ? | -8% | 0 | . | -7% | -20% | -1%
CCN(CC)C(=O)Nc1c(C)n(C)n(-c2ccccc2)c1=O
    29% | 8% | 7% | -3% | 2% | 3% | -3 | -1% | -10% | 0% | -5%
Cc1ccc(/C=C/c2ccc(=O)n(Cc3ccccc3Cl)n2)cc1
    ? | -51% | -2% | -1% | -13% | -5% | ? | -7% | -3% | -4% | -2%
O=C(Nc1ccc(N2CCOCC2)cc1)c1nc2ccccc2s1
    ? | 215% | -10% | 0.1µM* | 0.24µM* | ? | 6 | 0% | 2% | ? | 0.1µM*
COc1ccc(OC)c(C2C3=C(CCCC3=O)Nc3c2c(=O)n(C)c(=O)n3C)c1 (configuration not stated)
    12% | 6% | 0% | -2% | 0% | -5% | -1 | 3% | -8% | -3% | -7%
CCOc1cc(NC(=O)c2ccccn2)c(OCC)cc1NC(=O)c1ccccc1
    ? | -20% | 2% | -1% | 0% | 1% | 3 | -3% | -1% | -6% | -6%
Cc1ccccc1CS(=O)(=O)c1ccc(C(=O)N2CCC(C)CC2)cc1[N+](=O)[O-]
    -4% | -49% | 9% | 11% | -1% | 1% | 4 | 6% | 5% | -10% | 1%
O=C(COc1ccc([N+](=O)[O-])cc1)Nc1cc(C(=O)O)cc(C(=O)O)c1
    17% | 0% | -26% | 0% | -8% | 6% | -5 | -3% | ? | 1% | -4%
CCOc1ccc(C2C(C(N)=O)=C(C)Nc3ncnn32)cc1OC (configuration not stated)
    -5% | -4% | -6% | -6%[1.84 µM] | -2% | -2% | -3 | -5% | 0% | -2% | -4%
CCOC(=O)N1CCC(Nc2ncnc3c2cnn3-c2ccccc2)CC1
    ? | -7% | ? | 20% | -17% | 2% | 0 | ? | -2% | -4% | -2%
CN(/N=C/c1cccnc1)C1=NS(=O)(=O)c2ccccc21
    -13% | -6% | 18% | -5% | 0% | -3% | -2 | -8% | -3% | 0% | -7%
Cc1ccc(C)c(S(=O)(=O)N2CCN(CC(=O)Nc3sccc3C#N)CC2)c1
    ? | -43% | 3% | -4% | 1% | -8% | -1 | -4% | -4% | -6% | -4%
CCOc1ccccc1CNC(=O)c1cn(C)c(=O)c2c1c1ccccc1n2C
    -6% | -1% | -1% | -1% | 1% | 0% | 3 | 5%[10 µM] | 2% | ? | -1%
CC1CC(C)CN(CCCNC(=O)COc2cc(=O)n(C)c3ccccc23)C1 (configuration not stated)
    ? | -13% | -29% | 0% | -1% | -10% | -1 | -9% | -2% | 15% | 0%
CC(=O)N1CCN(C(=O)c2cccc(NS(=O)(=O)c3ccc(Br)cc3)c2)CC1
    1% | -1% | . | -4% | -1% | -3% | -4 | . | -8% | -6% | -1%
CCn1cc(CCC(=O)NC(C)c2ccccc2)c2ccccc21 (configuration not stated)
    18% | -3% | 16% | 3% | 1% | 0% | 5 | 18% | 1% | -1% | -2%
CN(C)S(=O)(=O)c1cccc(NC(=O)COC(=O)/C=C/c2ccc3c(c2)OCO3)c1
    -10% | 36% | 32% | 5% | 12µM* | 0% | -2 | -5% | -6% | 10% | -1%
COc1ccc(CCNC(=O)COC(=O)/C=C/c2cccs2)cc1
    10% | 0% | 7% | -5% | 2% | -5% | 10 | -4% | 2% | -2% | -1%
CC1(C)C(c2ccccc2)=NC(c2ccc(F)cc2)N1O (configuration not stated)
    18% | -7% | ? | -3% | 0% | -7% | 1 | -4% | 1% | 0% | -2%
COc1ccc(C(C#N)N2CCCCC2)cc1OC (configuration not stated)
    1% | 3% | -1% | -7% | 5% | -1% | 2 | 2% | 1% | 4% | -2%

Compound activity: PubChem, National Center for Advancing Translational Sciences (NCATS)
